S1P2 antag – blocks the human S1P2 receptor; cell-based S1P2 antagonist assay, inhibition at 5 uM; inhibition, % at 5 µM; hit rate 0.21% among 97,000; in the data active = inhibition above about 45%;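 note: CRE beta-lactamase reporter cells expressing human S1P2 stimulated with S1P; 0% = agonist at EC80 alone and 100% = agonist plus reference antagonist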
Target sequence (O95136 whole entry, looked up): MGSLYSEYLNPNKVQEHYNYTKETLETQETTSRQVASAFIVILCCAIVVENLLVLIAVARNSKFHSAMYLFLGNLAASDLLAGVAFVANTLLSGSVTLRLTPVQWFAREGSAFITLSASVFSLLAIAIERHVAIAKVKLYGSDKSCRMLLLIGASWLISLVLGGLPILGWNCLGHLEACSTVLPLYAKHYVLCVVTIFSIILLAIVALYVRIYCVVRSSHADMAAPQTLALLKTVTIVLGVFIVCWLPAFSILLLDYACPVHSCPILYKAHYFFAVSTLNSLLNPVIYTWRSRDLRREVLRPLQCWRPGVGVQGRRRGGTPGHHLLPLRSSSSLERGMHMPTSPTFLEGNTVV
S1P2 ag – activates the human S1P2 receptor. O95136. S1P2-expressing cell line, agonist reporter read-out. activation, % at 4.5 µM. hit rate 0.46% among 97,000. AID 729; in the data active = activation above about 16%;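 note: 0% = vehicle low control and 100% = maximal reference agonist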
hDAT+cocaine – changed human dopamine transporter uptake under cocaine IC80 | Q01959 | LLC-PK1 hDAT cells, [14C]-dopamine uptake with cocaine IC80; actives deviate in either direction | B-score at 10 µM | hit rate 1.3% among 110,000 | AID 449768;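 active = Z score or B-score, a plate-position-corrected score, falls beyond the plate's 99.7% confidence bounds, in either direction; inactive = both scores lie inside the 99.7% bounds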;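 note: scored against the spread of the other compound wells on the same plate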
Target sequence (Q01959 whole entry, looked up): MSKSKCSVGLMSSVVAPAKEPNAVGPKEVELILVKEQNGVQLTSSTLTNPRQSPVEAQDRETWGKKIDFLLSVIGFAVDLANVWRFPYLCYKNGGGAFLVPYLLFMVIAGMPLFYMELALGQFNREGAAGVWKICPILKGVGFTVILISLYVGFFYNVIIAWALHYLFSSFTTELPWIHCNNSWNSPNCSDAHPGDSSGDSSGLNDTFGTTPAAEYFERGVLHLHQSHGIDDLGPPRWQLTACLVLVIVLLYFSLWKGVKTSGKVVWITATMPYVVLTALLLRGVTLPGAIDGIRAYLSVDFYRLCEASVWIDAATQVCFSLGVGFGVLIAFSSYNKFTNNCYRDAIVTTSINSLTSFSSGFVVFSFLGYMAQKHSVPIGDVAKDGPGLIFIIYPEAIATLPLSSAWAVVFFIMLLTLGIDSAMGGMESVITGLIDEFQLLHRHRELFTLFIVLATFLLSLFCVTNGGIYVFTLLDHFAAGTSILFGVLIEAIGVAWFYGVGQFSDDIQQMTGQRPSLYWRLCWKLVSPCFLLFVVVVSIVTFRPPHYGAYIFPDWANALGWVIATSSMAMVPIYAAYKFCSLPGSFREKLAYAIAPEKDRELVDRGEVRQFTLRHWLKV
PostGolgi ctrl – growth of the yeast control strain, post-Golgi counter-screen; efflux-deficient yeast background strain, growth absorbance A615, 16 h; inhibition, % at 10 µM; hit rate 5% among 98,000; AID 738
E coli WT exp – E. coli BW25113 growth inhibition, expanded screen | AID 710 | growth inhibition, % at 100 µM | hit rate 0.15% among 98,000 | OD600 absorbance;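 active = growth inhibition above about 50% at one test dose, limit read from the data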;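 note: growth measured after 20 h incubation at 37 °C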
HUVEC prolif 384 – blocks proliferation of human endothelial cells; HUVEC proliferation, CellTiter-Glo luminescence, 72 h; active compounds read low; viability, % at 10 µM (by protocol); hit rate 1.1% among 86,000;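 active = viability at or below 30%; inactive = viability above 30%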;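 note: 100% = median luminescence of DMSO-only cell control wells on each plate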
PostGolgi yeast – growth inhibition of a yeast mutant, post-Golgi transport screen. post-Golgi transport phenotypic cell assay. inhibition, % at 10 µM. hit rate 0.9% among 98,000. AID 739;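 note: yeast cells grown in 1536-well plates; yeast grown about 18 h at 30C before absorbance read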
Fibroblast inh – blocks proliferation of human lung fibroblasts. LL 47 human lung fibroblast viability, ATP luminescence; active compounds read low. viability, % at 10 µM. hit rate 1.1% among 85,000. AID 719;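 active = viability at or below 50% in the single dose screen; inactive = viability above 50%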;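 note: compound exposure lasted 72 h before the ATP readout; 100% = median luminescence of untreated cell-only wells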
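Material: human lung fibroblast line LL 47, low passage; Evaluation: viability percentage against median untreated-cell control; Buffer or medium: 15% FBS in IMEM; Incubation: 72 h compound exposure at 37 °C after overnight plating; Dosing: 0.1% DMSO in all compound wells; Measured by: CellTiter-Glo luminescence.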
H69AR growth 86K – growth inhibitors of human H69AR lung tumor cells. H69AR lung tumor viability, ATP luminescence, 72 h; active compounds read low. viability, % at 10 µM. AID 598. hit rate 6% among 85,000;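 active = viability at or below 40%; inactive = viability above 40%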;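 note: multidrug resistant small cell line overexpressing MRP-1 efflux transporter; 100% = mean luminescence of untreated control wells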
An asterisk follows results filed as active; . = not tested or not shown. Cut-off read from the data, not from the text of the source, unless noted: active = inhibition above about 30%; inactive = the rest.

SMILES	S1P2 antag	S1P2 ag	hDAT+cocaine	PostGolgi ctrl	E coli WT exp	HUVEC prolif 384	PostGolgi yeast	Fibroblast inh	H69AR growth 86K
CCN(CC)CCCNC(=O)C(C)n1nc(C)c2sc3ccccc3c2c1=O (configuration not stated)	-14	-3	-0.1	6	3	82	-2	91	95
Cc1[nH]c2ccc(-c3nnc(SCC(=O)c4ccccc4F)o3)cc2c1C	13	-12	1.1	25	-2	88	2	96	79
O=C(Oc1cc2oc(=O)c3c(c2cc1Cl)CCCC3)c1ccco1	-1	-2	0.26	16	-5	113	-2	111	88
Cc1csc2ncc(C(=O)Nc3ccc(C(F)(F)F)cc3)c(=O)n12	.	.	-0.34	14	3	87	-12	85	86
CCc1ccc2[nH]c(=O)c(CN(CCN(C)C)C(=O)Nc3ccccc3OC)cc2c1	9	-5	0.63	-1	6	86	4	87	59
Cc1csc(=O)n1CCC(=O)O	7	-7	-0.35	6	-5	97	-2	94	98
O=C(Nc1ccccn1)C(=O)N1CCCCC1	-5	-4	0.56	.	.	99	.	103	89
CCc1nnc(NC(=O)c2ccc3c(c2)C(=O)N(CC)C3=O)s1	-5	-1	-0.24	.	.	95	.	91	94
COc1ccc(Cn2nnnc2C(c2cc3cc(C)ccc3[nH]c2=O)N2CCOCC2)cc1 (configuration not stated)	-8	-1	-0.42	44*	5	103	13	93	94
Cn1c(Cn2c(=O)sc3ccccc32)nnc1SCc1cccc(F)c1	.	.	0.14	-1	-12	109	6	94	74
COc1ccc(C2C3=C(CC(C)(C)CC3=O)Oc3ncn(CC(C)C)c(=N)c32)cc1 (configuration not stated)	7	-2	0.73	20	4	89	2	98	87
COc1ccc(S(=O)(=O)N(C)CC(=O)Nc2c(F)cccc2F)cc1	14	-1	0.03	-5	-1	107	15	99	94
Cn1c(=O)[nH]c(=O)c2c1nc(N(CCO)Cc1ccccc1)n2Cc1ccccc1Cl	.	.	0.69	7	-2	.	7	.	.
O=C(NC1=NCCS1)Nc1ccccc1	1	-2	1.1	-7	9	92	12	90	.
CCOC(=O)C1CCN(C(=O)CCc2c(C)nc3cc(-c4ccccc4)nn3c2C)CC1	-5	-4	0.36	22	-1	107	-11	97	81
CCN(C(=O)CN1CCN(C)CC1)c1cccc2ccccc12	2	-2	0.2	9	-1	89	4	99	85
CCN(C(=O)c1ccco1)c1nnc(-c2ccc(OC)cc2)s1	-32	3	-0.038	.	.	81	.	.	95
CC(C)OC(=O)NCN1C(=O)C2C3C=CC(C3)C2C1=O (configuration not stated)	9	-4	-0.94	2	-1	106	6	96	102
CCOC(=O)Cn1nc(C)c2ccccc2c1=O	16	-1	0.15	-2	5	105	0	97	86
CCOc1c2ccc(C(=O)NCc3ccc(C)cc3)cc2nn1CC	5	-4	3.2*	-4	3	.	-8	.	.
CCc1ccc(NC(=O)c2onc(C)c2Cl)cc1	2	-4	-0.33	3	1	91	-4	96	83
CN1CCC(N2CCN(c3cccc(C(F)(F)F)c3)CC2)CC1	-18	-3	-0.36	6	-3	73	-9	92	91
Cn1cccc1C(=O)NC(=O)CSc1nnc(C2CC2)n1-c1ccccc1	-8	-4	1.9	-3	5	94	9	100	88
Cc1ccc(CCNC(=O)C2CCN(S(=O)(=O)c3c(C)nn(C)c3C)CC2)cc1	-2	0	0.35	23	14	96	-2	97	99
CCOC(=O)c1sc2nc(CC(=O)OC)nc(NCCN3CCOCC3)c2c1C	-1	-5	0.48	0	2	92	1	103	66
CCOc1ccccc1NC(=O)C(=O)NCC1CCCN1CC (configuration not stated)	10	-7	-0.081	11	6	.	-6	.	.
O=C(OCC(=O)N1CCc2ccccc21)C1=COCCO1	-4	-4	-0.034	2	2	94	1	99	28*
CCn1c(SCC(=O)NCCc2ccc(Cl)cc2)nnc1-c1cccs1	11	1	0.99	3	6	82	-15	96	87
O=C(CCCCCn1c(=O)[nH]c2ccccc2c1=O)NCCc1c[nH]c2ccccc12	5	-8	0.015	3	5	86	-3	97	57
S=C(NCCSCc1ccc(Cl)cc1)Nc1ccccc1	-8	-5	.	23	7	.	2	.	.
N#Cc1ccccc1N=C1CCCN1Cc1ccccc1	12	-9	-1.2	6	2	89	3	95	89
O=C(CSc1nc2ccc([N+](=O)[O-])cc2[nH]1)NCCc1ccccc1	-6	-5	-1.9	-1	15	.	16	.	.
CCOC(=O)CC(N)c1ccc2c(c1)OCO2 (configuration not stated)	18	-7	0.026	9	3	97	5	92	91
Cc1ccc(NC(=S)NCCN2CCOCC2)cc1C	14	-7	-0.65	-3	5	.	0	.	.
Cc1nnc(NC(=O)c2c(F)c(F)c(F)c(F)c2F)s1	6	-3	.	3	-3	90	-2	112	52
C=CCn1c(-c2cccnc2Cl)nc2cc(Cl)c(Cl)cc21	4	-8	-1.2	36*	-2	.	-3	.	.
NC(=O)c1ccccc1N=Cc1ccccn1	9	-5	-0.56	-2	4	.	0	.	.
O=S(=O)(Nc1cccc(C(F)(F)F)c1)c1cnc[nH]1	.	.	-0.16	4	10	94	7	101	99
COc1cccc(Oc2ccc(N)cc2)c1	3	1	-0.11	34*	14	79	-3	99	67
Cc1nn(C(=O)C(C)N2C(=O)c3ccccc3C2=O)c(C)c1Br (configuration not stated)	2	1	-0.0056	7	2	98	22	102	102
O=C(C1CC2CCC1C2)N1CCN(Cc2ccc3c(c2)OCO3)CC1 (configuration not stated)	0	-4	-0.16	-5	9	113	-1	101	106
c1ccc(CSc2snnc2-c2ccccc2)cc1	9	-1	0.78	-3	4	.	13	.	.
COc1ccc(CN2CCSCC2)cc1C	-6	0	-0.65	16	0	99	-1	106	87
Cn1c(CSCc2ccccc2)nnc1SCC(=O)Nc1nccs1	12	-4	0.32	.	.	104	.	110	101
C(=N\n1cnnc1)/c1ccc(N2CCOCC2)cc1	9	-7	-0.41	28	3	104	4	98	100
O=C1CC(C(=O)Nc2ccccc2)N=C(N2CCCCC2)N1 (configuration not stated)	-4	-1	-0.65	31*	-6	108	6	94	93
COCC(=O)Nc1ccccc1NC(C)=O	-8	-4	0.024	5	2	96	0	93	94
COC(=O)c1cc(Br)c(=O)n(CCC2=CCCCC2)c1	-8	-1	-0.44	0	-6	83	6	102	77
CCn1cnc2sc(-c3ccccc3)cc2c1=O	-17	1	-0.51	9	9	93	-6	105	81
O=C(Nc1cccc(Cl)c1)Nc1ccc(Cl)cn1	-3	-3	-0.028	9	-7	97	0	102	90
CCOC(=O)CSc1nccc(N(C)C)c1C#N	19	-4	0.29	-2	-4	100	-5	100	96
CC(=O)Nc1cc(C(F)(F)F)ccc1N1CCOCC1	22	-5	-1.1	5	3	87	-2	95	93
COc1ccc(CC(=O)N2CCCc3ccccc32)cc1OC	5	-7	0.36	1	5	103	-3	103	85
Cn1c(C(=O)NCCCN2CCN(c3ccccc3F)CC2)cc2c(=O)n(C)c3ccccc3c21	9	-3	1.3	3	-2	42	-4	43*	28*
CSCCC(NC(=O)COc1ccccc1)C(=O)OCC(=O)c1cc2ccccc2o1 (configuration not stated)	-14	0	-0.15	3	-5	.	-5	.	.
CCC(CC)C(=O)Nc1cccc(C(=O)Nc2ccc3c(c2)OCO3)c1	19	-3	0.64	-5	-1	77	-4	105	64
O=C(CCCN1C(=O)CCC1=O)Nc1ccc(Br)cc1F	-6	-4	-1.5	4	0	94	1	99	95
O=C(CSc1nnnn1-c1ccc2c(c1)OCO2)NCc1ccccc1	-9	-7	-0.13	20	-3	56	-1	82	19*
COC(=O)CN(c1c(C)cccc1C)S(C)(=O)=O	.	.	-0.9	9	-5	102	1	101	85
CC(C)CCNC(=O)Nc1ccc2c(c1)N(C)C(=O)CS2	-5	-1	-0.16	3	13	85	10	105	97

Later entries
SMILES	S1P2 antag	S1P2 ag	hDAT+cocaine	PostGolgi ctrl	E coli WT exp	HUVEC prolif 384	PostGolgi yeast	Fibroblast inh	H69AR growth 86K
COC(=O)C1CCCN1C(=O)C1CCCN1C(=O)CNC(=O)OCc1ccccc1 (configuration not stated)	6	-7	-0.39	-1	3	93	3	94	106
CC(C)CCOc1ccc(C(=O)O)cc1	16	-7	-0.39	6	-16	99	2	99	102
CCC(=O)Nc1ccc(NC(=O)CSc2nnnn2-c2cccnc2)cc1C	0	-3	0.12	-8	0	.	-4	.	.
COc1ccc2c(c1)-c1ccccc1S(=O)(=O)N2C(C)=O	-7	-2	-0.66	-1	6	85	4	106	82
COc1cc2c(cc1OC)-c1nc3ccccc3c(=O)n1C(C)(C)C2	-13	9	0.043	29	2	91	0	88	46
COc1ccccc1N1CCN(CC(O)c2ccc3cc[nH]c3c2)CC1 (configuration not stated)	8	-5	-1.2	7	6	83	39*	94	74
COc1ccc(C(=O)Nc2cc(OC)cc(OC)c2)cc1	11	-3	1.7*	5	-1	.	-7	.	.
CC(C)c1ccc(C(C(=O)NC(C)(C)C)N(C(=O)CNC(=O)c2ccco2)c2cccnc2)cc1 (configuration not stated)	-8	-6	0.82	.	.	97	.	93	102
COc1cc(Br)c(C(C)NC(=O)c2ccc(C)cc2)cc1OC (configuration not stated)	22	-3	-0.049	-3	2	.	2	.	.

An excerpt of these results, comma-delimited:
structure,S1P2 antag,S1P2 ag,hDAT+cocaine,PostGolgi ctrl,E coli WT exp,HUVEC prolif 384,PostGolgi yeast,Fibroblast inh,H69AR growth 86K
CSCCC(NC(=O)COc1ccccc1)C(=O)OCC(=O)c1cc2ccccc2o1 (configuration not stated),-14,0,-0.15,3,-5,.,-5,.,.
CCC(CC)C(=O)Nc1cccc(C(=O)Nc2ccc3c(c2)OCO3)c1,19,-3,0.64,-5,-1,77,-4,105,64
O=C(CCCN1C(=O)CCC1=O)Nc1ccc(Br)cc1F,-6,-4,-1.5,4,0,94,1,99,95
O=C(CSc1nnnn1-c1ccc2c(c1)OCO2)NCc1ccccc1,-9,-7,-0.13,20,-3,56,-1,82,19*
COC(=O)CN(c1c(C)cccc1C)S(C)(=O)=O,.,.,-0.9,9,-5,102,1,101,85
CC(C)CCNC(=O)Nc1ccc2c(c1)N(C)C(=O)CS2,-5,-1,-0.16,3,13,85,10,105,97
COC(=O)C1CCCN1C(=O)C1CCCN1C(=O)CNC(=O)OCc1ccccc1 (configuration not stated),6,-7,-0.39,-1,3,93,3,94,106
CC(C)CCOc1ccc(C(=O)O)cc1,16,-7,-0.39,6,-16,99,2,99,102
CCC(=O)Nc1ccc(NC(=O)CSc2nnnn2-c2cccnc2)cc1C,0,-3,0.12,-8,0,.,-4,.,.
COc1ccc2c(c1)-c1ccccc1S(=O)(=O)N2C(C)=O,-7,-2,-0.66,-1,6,85,4,106,82
COc1cc2c(cc1OC)-c1nc3ccccc3c(=O)n1C(C)(C)C2,-13,9,0.043,29,2,91,0,88,46
COc1ccccc1N1CCN(CC(O)c2ccc3cc[nH]c3c2)CC1 (configuration not stated),8,-5,-1.2,7,6,83,39*,94,74
COc1ccc(C(=O)Nc2cc(OC)cc(OC)c2)cc1,11,-3,1.7*,5,-1,.,-7,.,.
CC(C)c1ccc(C(C(=O)NC(C)(C)C)N(C(=O)CNC(=O)c2ccco2)c2cccnc2)cc1 (configuration not stated),-8,-6,0.82,.,.,97,.,93,102
COc1cc(Br)c(C(C)NC(=O)c2ccc(C)cc2)cc1OC (configuration not stated),22,-3,-0.049,-3,2,.,2,.,.
